RPL19A TOR yeast = RPL19A-GFP expression modulators in yeast, primary screen, cell-based, S. cerevisiae, multiplex flow cytometry, MLPCN | hit rate 0.3% among 330,000 | S. cerevisiae RPL19A-GFP strain, 3 h; hits give low values | percent response vs DMSO, % at 10 µM;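 active = percent response vs DMSO below 50%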;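 note: median channel GFP fluorescence of the barcoded RPL19A-GFP strain; ratio of sample median GFP to plate DMSO average so 100% = DMSO; lower means less RPL19A-GFP as with rapamycin TOR inhibition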
LAP4-GFP MLPCN = modulators of LAP4-GFP expression in yeast, primary screen, S. cerevisiae, multiplex flow cytometry, MLPCN library | AID 2023, 2009 | 3 h; median GFP as percent of DMSO wells | hit rate 0.34% among 320,000 | GFP response vs DMSO, % at 10 µM;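 active = GFP response vs DMSO above a set limit, about the screen mean plus 3 SD, cut at about 150% in these data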
proCasp7 act = procaspase-7 activators, primary screen, counter-screen for procaspase-3 activator project, biochemical, absorbance, HTS, human; Caspase-7 (Homo sapiens), P55210; recombinant procaspase-7, Ac-DEVD-pNA absorbance 405 nm; D23A/D198A/D206A triple mutant, cannot self-cleave; scale: DMSO 0, 5 µM enzyme 100; activation, % at 8.5 µM; hit rate 0.093% among 330,000;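 active = percent activation above the screen-wide mean plus 3 SD, cut at about 25% in these data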
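Replicates: singlicate. Assay system: Procaspase-7 triple mutant (PC-7 D3A). Signal: 405 nm absorbance of p-nitroaniline. Times: 1 h preincubation, 2 h reaction. Buffer or medium: Zinc-free HEPES pH 7.4 with 300 mM NaCl, 0.01% Triton X-100. Also added: DEVD-pNA substrate. Benchmarks: DMSO wells as 0%, DMSO with 5 µM added PC-7 as 100%.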
procasp3 activ = activators of human procaspase-3 D3A mutant, primary screen, biochemical, absorbance, PC-3 D3A mutant, single concentration; recombinant procaspase-3 D3A, Ac-DEVD-pNA absorbance 405 nm; hit rate 0.11% among 330,000; AID 463141, 2010; activation, % at 8.5 µM;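 active = activation above the mean of all tested compounds plus 3 SD, cut at about 21% in these data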;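 note: 0% = DMSO alone and 100% = DMSO wells spiked with extra 5 µM PC-3 D3A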
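System: Procaspase-3 D3A mutant. Medium: Zinc-free 300 mM NaCl, 50 mM HEPES, 0.01% Triton X-100. Schedule: 1 h preincubation plus 2 h reaction at 25 °C. Measured by: 405 nm absorbance of p-nitroaniline, reads at 0 and 120 min. Read-out: percent activation relative to control range.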
ZTA counter = counter-screen for EBNA-1 inhibitors: inhibitors of Epstein-Barr virus ZTA. P03206. ZTA-DNA binding, fluorescence polarization. inhibition, % at 11 µM. hit rate 0.15% among 320,000. AID 2234; in the data active = inhibition above about 33%
MEP2-GFP yeast = modulators of MEP2-GFP levels in yeast, primary screen, S. cerevisiae, multiplex flow cytometry, MLPCN library. hit rate 0.51% among 330,000. GFP response vs DMSO, % at 10 µM. S. cerevisiae MEP2-GFP strain, 3 h; 100% = DMSO control level;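 active = GFP response versus DMSO above a set limit, roughly screen mean plus 3 SD, cut at about 180% in these data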;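 note: median GFP fluorescence of the barcode-gated MEP2-GFP cells per well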
EBNA-1 inh = EBNA-1 DNA-binding inhibitors, primary screen, biochemical, fluorescence polarization; hit rate 0.34% among 300,000; inhibition, % at 14.8 µM; AID 1950, 2009; in the data active = inhibition above about 28%
AHR activator = AHR activators, primary screen, cell-based, luminescence, luciferase reporter, human. Aryl hydrocarbon receptor (Homo sapiens), P35869. AHR-responsive luciferase reporter cells. activation, % at 5 µM. hit rate 2.5% among 320,000. AID 2796, 2010; in the data active = activation above about 47%;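 note: 0% = vehicle wells and 100% = reference agonist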
* hit, by the source's call; / = no result given; [ ] = remark or other dose.

SMILES	RPL19A TOR yeast	LAP4-GFP MLPCN	proCasp7 act	procasp3 activ	ZTA counter	MEP2-GFP yeast	EBNA-1 inh	AHR activator
Cc1ccc2oc(=O)c3cnn(CC(=O)N(CCC(C)C)Cc4ccco4)c3c2c1	101.7	103.1	2.8	1.7	13.6	103.2	7.8	-2.2
CCCCNc1cnn(-c2ccccc2)c(=O)c1Cl	101.9	108.4	6.9	1.3	-9.6	98.6	-12.0	0.3
CCOC(=O)C(Cc1ccccc1)NC(=O)CCC(=O)c1ccc(OC)cc1 (stereo not given)	106.1	96.0	3.5	1.9	-12.2	108.4	3.4	1.0
CCN1CCC(N2CCN(c3ccccc3OC)CC2)CC1	100.2	97.5	2.3	10.8	-2.6	99.0	7.9	-2.3
CS(=O)(=O)N1CCN(c2ccc([N+](=O)[O-])c(NCc3cccnc3)c2)CC1	83.1	92.8	9.5	4.1	6.2	90.5	-7.4	3.2
COc1ccc(C)cc1N(C(=O)c1ccco1)C(C(=O)NC1CCCC1)c1cc(OC)c(OC)c(OC)c1 (stereo not given)	108.2	88.2	0.6	3.3	-20.5	111.0	2.7	3.3
O=C(NC1CCCC1)C(c1ccco1)N(C(=O)c1ccco1)c1ccc(F)cc1 (stereo not given)	101.2	105.5	8.6	1.1	0.4	103.2	-2.6	-0.2
Cc1cc(-n2c(SCC(=O)NCCC3=CCCCC3)nc3n[nH]c(C)c3c2=N)ccc1Cl	105.8	94.9	-5.2	3.7	-7.2	106.8	-1.8	53.2*
O=C(CSc1nc2ccccc2c(=O)[nH]1)Nc1ccccc1C(F)(F)F	99.3	91.2	-0.5	6.3	9.8	97.6	-8.5	4.4
Cc1cc(-c2nc3ncccc3o2)ccc1NC(=S)NC(=O)c1ccco1	103.8	101.4	-3.6	-3.6	13.3	107.5	6.2	-5.1
COC(CSc1ncnc2c1oc1nc3c(cc12)COC(C)(C)C3)OC	96.7	109.8	3.8	5.6	14.9	96.8	-1.9	22.1
COc1cccc(N(CC(=O)NCCSc2ccccn2)S(C)(=O)=O)c1	96.6	101.6	8.6	7.0	5.3	98.7	3.7	-2.7
CC(=O)Nc1ccc(NC(C)=C(C#N)C#N)cc1	103.1	96.1	3.0	-0.1	-5.3	109.3	-5.8	-1.0
CCCNC(=O)c1[nH]c(C)c(C(C)=O)c1C	95.5	88.6	2.6	-6.0	-7.2	89.4	-5.8	37.4
COc1ccc(-c2csc(N(CCc3ccccc3)C(=O)COc3ccccc3)n2)cc1	100.0	98.2	11.2	-0.5	4.8	101.0	-12.5	-2.6
O=C(NCCc1nc2ccccc2[nH]1)/C(=C/c1ccc2c(c1)OCO2)NC(=O)c1ccccc1	103.4	101.7	-0.3	4.5	5.1	102.4	-5.2	3.6
Cc1ccc(SCc2c(C(=O)N/N=C/c3ccncc3)nnn2-c2nonc2N)cc1	96.4	99.1	-6.2	-3.0	-5.1	104.6	-7.9	5.2
COc1cc(C2/C(=C(\O)c3ccc4c(c3)OCCO4)C(=O)C(=O)N2Cc2ccco2)ccc1O (stereo not given)	93.4	92.8	-1.2	-5.2	-7.4	113.9	4.9	-2.4
O=c1cc(O)c2sc(Nc3ccc(F)cc3)nc2[nH]1	97.2	82.7	-40.8	-32.7	-0.1	95.9	-3.5	7.7
O=C(c1cccc(C(F)(F)F)c1)N1CCC2(CC1)NCCc1[nH]cnc12	98.2	101.5	2.2	-0.8	16.3	95.6	2.0	1.0
[O-][n+]1onc2c3cc(-c4ccccc4)nnc3ccc21	101.4	108.3	-1.3	-2.6	-7.9	103.2	-13.6	88.1*
O=C(Nc1c2c(nn1-c1ccc([N+](=O)[O-])cc1)CS(=O)(=O)C2)c1ccco1	93.7	99.8	-1.6	-5.7	-1.6	91.8	0.8	-0.6
CC(=O)Nc1ccc(SCCN2CC[C@@H](C(C)(C)C)CCC2=O)cc1	94.1	103.1	-19.0	-10.0	-6.0	86.7	/	2.9
O=C(CCNS(=O)(=O)c1ccccc1)NNC(=O)COc1ccccc1F	100.5	101.8	0.6	0.0	/	100.1	/	2.8
CCO[C@@H]1OC(C(=O)O)=C[C@H](C2CC2)[C@H]1CCCO	95.5	95.9	-10.8	3.3	4.6	85.2	1.7	23.2
NC(=O)CC(NC(=O)Cc1ccc(Cl)cc1)c1ccc(NC2CCN(Cc3ccccc3)CC2)c([N+](=O)[O-])c1 (stereo not given)	92.6	106.4	0.1	-5.6	2.4	93.7	-0.4	7.0
Cc1sc2c(c1C)CN(CCN1CCOCC1)CN2C(=O)c1ccccc1	105.6	95.4	3.1	1.4	-0.5	103.6	-5.1	36.4
CN(C(=O)COC(=O)CNS(=O)(=O)/C=C/c1ccccc1)C1CCS(=O)(=O)C1 (stereo not given)	106.1	95.9	-0.5	1.6	-4.8	104.4	-2.0	-0.6
COc1cc2[nH]c(=S)nc(NC3CCCCCC3)c2cc1OC	101.8	92.7	-22.2	2.3	2.2	100.4	-5.4	41.2
O=[N+]([O-])c1ccc(N2CCNCC2)cc1NCc1cccnc1	50.9[may fluoresce violet]	77.6[may fluoresce violet]	0.8	-5.8	-4.5	309.4*[may fluoresce violet]	10.4	3.0

Fetched by compound from above (two):
SMILES	RPL19A TOR yeast	LAP4-GFP MLPCN	proCasp7 act	procasp3 activ	ZTA counter	MEP2-GFP yeast	EBNA-1 inh	AHR activator
Cc1sc2c(c1C)CN(CCN1CCOCC1)CN2C(=O)c1ccccc1	105.6	95.4	3.1	1.4	-0.5	103.6	-5.1	36.4
COc1cc2[nH]c(=S)nc(NC3CCCCCC3)c2cc1OC	101.8	92.7	-22.2	2.3	2.2	100.4	-5.4	41.2

Going on with the list.
SMILES	RPL19A TOR yeast	LAP4-GFP MLPCN	proCasp7 act	procasp3 activ	ZTA counter	MEP2-GFP yeast	EBNA-1 inh	AHR activator
COc1cccc(NC(=S)NC2CC3CCCC(C2)N3C2CCCC2)c1 (stereo not given)	95.3	101.1	6.0	1.7	-14.5	96.7	-13.0	2.8
COc1ccc(OC2CCN(S(=O)(=O)c3ccc(C(C)=O)cc3)CC2)cc1	103.8	90.0	0.2	-0.4	-20.3	103.7	0.2	-0.1
CCCN(C(=O)c1cn(CC)c2nc(C)ccc2c1=O)c1c(N)n(Cc2ccccc2)c(=O)[nH]c1=O	96.8	90.0	12.3	-0.1	0.9	101.8	4.5	1.1
COC(=O)Nc1ccc(OCC(=O)N2CCOCC2)cc1	103.5	100.9	-3.1	-6.3	-32.3	103.2	-3.1	-2.2
C#CC1CCCCC1NC(=O)Nc1cnccc1C(F)(F)F (stereo not given)	93.3	105.8	4.1	1.1	-8.7	96.1	-2.2	0.4
COc1ccc2c(c1OC)C(=O)OC2Nc1nc(-c2ccc(-c3ccccc3)cc2)cs1 (stereo not given)	102.1	109.3	-1.6	-8.1	-9.4	106.0	2.4	2.2
COc1cc(/C(C)=N/NC(=O)c2ccc(CSc3nncn3C)cc2)cc(OC)c1OC	101.6	99.7	-3.1	1.0	20.0	101.0	1.3	2.0
Cc1cc(NC(=O)CN2C(=O)/C(=C/c3ccccc3F)SC2=S)no1	104.6	98.1	-20.4	-11.2	7.4	108.2	6.3	7.5
CCOC(=O)c1ccccc1NC(=O)COC(=O)C(CCSC)NC(=O)COc1ccccc1 (stereo not given)	95.7	98.6	0.4	-3.9	-17.1	100.0	-10.1	6.7
CCOc1ccc(CNc2nc3ccccc3n2C)cc1	99.2	80.8	-2.4	-5.6	-13.1	100.9	-18.8	8.4

The final 2 records of the section before open the next one.
SMILES	RPL19A TOR yeast	LAP4-GFP MLPCN	proCasp7 act	procasp3 activ	ZTA counter	MEP2-GFP yeast	EBNA-1 inh	AHR activator
CCOC(=O)c1ccccc1NC(=O)COC(=O)C(CCSC)NC(=O)COc1ccccc1 (stereo not given)	95.7	98.6	0.4	-3.9	-17.1	100.0	-10.1	6.7
CCOc1ccc(CNc2nc3ccccc3n2C)cc1	99.2	80.8	-2.4	-5.6	-13.1	100.9	-18.8	8.4
Cc1c(Cl)cccc1NC(=O)CNC(=O)c1ccco1	98.9	98.0	-6.3	9.9	2.5	110.4	5.8	0.1
Cc1cc(C)c2nc(SC(C)C(=O)NCC(=O)Nc3ccc(F)c(F)c3F)cc(C)c2c1 (stereo not given)	103.4	98.9	-4.5	4.2	12.6	107.6	12.2	1.7
Cc1cc(C)cc(NC(=S)N(CCN(C)C)Cc2cccs2)c1	96.2	95.3	4.3	5.2	-5.8	99.6	11.9	0.0
COc1cc(NC(=S)Nc2cccc(C)n2)cc(OC)c1OC	103.8	94.7	0.4	1.5	5.3	101.5	2.4	68.9*
N#Cc1ccccc1S(=O)(=O)N1CCN(CC(O)COc2ccccc2F)CC1 (stereo not given)	97.4	101.4	1.6	-4.5	3.4	97.2	-16.1	2.5
COc1ccc(NC(=O)CC(C)CC(=O)NCc2ccc(F)cc2)c(OC)c1 (stereo not given)	100.4	103.2	13.6	3.6	0.4	112.0	-3.1	0.5
Oc1ccc(Cc2ncc(C(F)(F)F)cc2Cl)cc1	99.3	102.3	-0.1	-0.9	6.1	95.7	-2.3	-1.2
Cc1cccc(NC(=O)CSc2nnc(-c3ccccc3)n2N)c1C	102.3	94.3	6.6	-8.3	-2.6	105.0	13.9	10.8
CN1CCN(C(=O)c2ccc(Cn3cc(Cl)cn3)o2)CC1	103.8	97.3	7.3	-1.8	-2.2	108.2	-13.1	1.5
COc1ccccc1C1C(C(=O)c2ccc(C)o2)=C(O)C(=O)N1c1cc(C)on1 (stereo not given)	106.7	122.2	-28.4	-14.1	7.0	109.3	-1.1	0.3
O=C1CC(c2ccccc2)CC(O)=C1C=NCC1CCCO1 (stereo not given)	98.6	102.3	7.3	9.6	-0.3	102.1	3.6	3.4
Cc1cc(/C=C2\SC(=S)NC2=O)c(C)n1C1CC1	103.4	113.5	-0.1	-10.5	-24.6	120.7	0.5	1.1
Cc1cccc(C(=O)Oc2ccc(/C=N/NC(=O)c3ccncc3)cc2)c1	107.8	110.9	5.7	-5.1	1.7	108.6	-10.1	1.2
CCOCCCNC(=O)C(c1ccc(C)cc1)N1CCOCC1 (stereo not given)	102.8	97.7	-3.3	2.5	1.4	95.8	0.1	-1.5
CCOC(=O)N1CCC(=NNC(=O)c2ccc(O)cc2)CC1	102.5	101.6	1.1	2.7	-8.5	107.9	6.2	7.0
COc1cc(/C=C/C(=O)O)ccc1OS(=O)(=O)c1c(C)c(C)cc(C)c1C	97.3	100.4	-2.1	2.6	-3.3	96.8	/	-1.6
O=C(CSc1nc(=O)n(CCCN2CCOCC2)c2c1CCC2)Nc1cccc(F)c1	99.2	103.1	4.1	-7.0	-9.5	100.7	-2.6	0.4
Cc1ccc(-c2nc3ccccc3[nH]2)cc1NC(=O)c1ccc2c(c1)OCO2	94.5	93.8	4.4	1.9	-8.3	96.8	5.0	15.7

In another format: entries from further up
Sequence of screens: RPL19A TOR yeast	LAP4-GFP MLPCN	proCasp7 act	procasp3 activ	ZTA counter	MEP2-GFP yeast	EBNA-1 inh	AHR activator
O=C1CC(c2ccccc2)CC(O)=C1C=NCC1CCCO1 (stereo not given)
 : 98.6	102.3	7.3	9.6	-0.3	102.1	3.6	3.4
Cc1cc(/C=C2\SC(=S)NC2=O)c(C)n1C1CC1
 : 103.4	113.5	-0.1	-10.5	-24.6	120.7	0.5	1.1
Cc1cccc(C(=O)Oc2ccc(/C=N/NC(=O)c3ccncc3)cc2)c1
 : 107.8	110.9	5.7	-5.1	1.7	108.6	-10.1	1.2
CCOCCCNC(=O)C(c1ccc(C)cc1)N1CCOCC1 (stereo not given)
 : 102.8	97.7	-3.3	2.5	1.4	95.8	0.1	-1.5
